Screening results deposited in PubChem BioAssay by several laboratories.
HTR5A inv ag – inverse agonist of human HTR5A in OPRM1-OPRD1 counter-screen; hit rate 0.083% among 340,000; P47898; HTR5A cell line, luminescence, inverse agonism; inhibition, % at 9.3 µM; in the data active = inhibition mostly above about 23%, no sharp cut-off; inactive = mostly below about 18%;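 also: 0% = cells with DMSO and 100% = no-cell wells with DMSO; some compounds called inactive have numbers as strong as hits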
PKA-R2B activ – PKA-R2B complex activation | hit rate 0.079% among 340,000 | PKA-R2B holoenzyme dissociation, Cy5-IP20 fluorescence polarization; R2B truncated from residue 108, S112A mutant; 0% DMSO only, 100% 113 µM cGMP | activation, % at 11.4 µM;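 active = activation above a cutoff set at the mean over all compounds plus 3 SD, cut at about 18% in these data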;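 also: higher means more holoenzyme dissociation and a rise in polarization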
OPRM1-OPRD1 ag – OPRM1-OPRD1 heterodimerization agonism. cells, luminescence. activation, % at 9.3 µM. hit rate 0.3% among 340,000. AID 504326; in the data active = activation above about 18%;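 also: 0% = vehicle-treated cells and 100% = reference agonist; values of inactives mirror those of a sister screen read the other way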
Target sequence (P35372 whole entry, looked up): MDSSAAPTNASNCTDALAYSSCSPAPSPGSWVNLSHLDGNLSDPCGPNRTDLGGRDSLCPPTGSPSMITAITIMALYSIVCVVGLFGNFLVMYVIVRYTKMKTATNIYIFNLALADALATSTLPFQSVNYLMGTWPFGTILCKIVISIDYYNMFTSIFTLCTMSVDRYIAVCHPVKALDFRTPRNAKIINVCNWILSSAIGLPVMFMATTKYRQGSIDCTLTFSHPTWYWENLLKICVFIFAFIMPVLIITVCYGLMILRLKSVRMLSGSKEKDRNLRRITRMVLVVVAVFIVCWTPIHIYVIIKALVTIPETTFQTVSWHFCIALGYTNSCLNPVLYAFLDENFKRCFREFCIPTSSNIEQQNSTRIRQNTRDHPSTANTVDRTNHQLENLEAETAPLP
Target sequence (P41143 whole entry, looked up): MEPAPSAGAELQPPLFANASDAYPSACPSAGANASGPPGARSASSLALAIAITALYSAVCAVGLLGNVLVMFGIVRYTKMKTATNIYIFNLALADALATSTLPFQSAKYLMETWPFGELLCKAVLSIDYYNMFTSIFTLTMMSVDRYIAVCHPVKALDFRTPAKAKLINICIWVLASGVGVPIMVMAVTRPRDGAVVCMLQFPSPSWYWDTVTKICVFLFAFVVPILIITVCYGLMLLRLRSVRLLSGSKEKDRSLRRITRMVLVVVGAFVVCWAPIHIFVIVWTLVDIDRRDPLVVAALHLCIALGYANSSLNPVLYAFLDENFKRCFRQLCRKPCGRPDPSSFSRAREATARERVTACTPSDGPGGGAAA
HTR5A ag – activates human HTR5A in OPRM1-OPRD1 agonist counter-screen; AID 504692; P47898; activation, % at 9.3 µM; hit rate 0.61% among 340,000; HTR5A agonist assay, luminescence, cell-based; in the data active = activation mostly above about 9.5%, no sharp cut-off; inactive = mostly below about 7.6%;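 also: 0% = cells with vehicle only and 100% = reference agonist; strong numbers were not always called active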
OPRM1-OPRD1 inv – inverse agonists of human mu-delta opioid receptor heterodimerization | P35372+P41143 | cell-based MOR-DOR heterodimer luminescence, inverse agonism | inhibition, % at 9.3 µM | hit rate 0.21% among 340,000 | AID 504357; in the data active = inhibition above about 22%, passing the limit was not always enough;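 also: 0% = cells with DMSO and 100% = wells without cells with DMSO; values of inactives mirror those of a sister screen read the other way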
V-ATPase pH – regulators of yeast V-ATPase proton transport | response, % at 10 µM | hit rate 0.37% among 350,000 | S. cerevisiae, pHLuorin cytosolic pH fluorescence; in the data active = response mostly above about 7.3%, no sharp cut-off; inactive = mostly below about 5.4%; also: actives read high; inactives centre near 0; some compounds called inactive have numbers as strong as hits; reference of the scale not given here
Pemphigus Ab inh – inhibitors of pemphigus antibody binding to human desmoglein-3 | P32926 | DSG3-coupled beads, scFv-anti-DSG3-GFP binding, flow cytometry; stronger effect = lower value | binding (percent of control), % at 10 µM | hit rate 0.48% among 310,000;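 active = binding more than 3 SD below its plate's average and above zero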; also: some compounds called inactive have numbers as strong as hits
Arr AP2 block – inhibitors of human beta-arrestin and AP2 interaction | FITC-arrestin peptide / GST-AP2 beads, flow cytometry; AP2 beta2 appendage carries R879A mutation | inhibition, % at 10 µM | hit rate 0.31% among 340,000 | AID 504490;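 active = inhibition above a set limit, near 3 SD of compounds lacking own fluorescence, cut at about 54% in these data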;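 also: plate controls were DMSO wells for no effect and 5 µM unlabelled arrestin peptide for full effect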
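System: GST-AP2 R879A glutathione beads | Also added: FITC-arrestin peptide, 50 nM | Times: 12 min plus 1 h, RT | Signal: Bead flow cytometry, FITC channel | Buffer or medium: PBS with 0.05% Tween 20 and 0.1% BSA | Read-out basis: Percent drop in bead-associated FITC signal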
PKA-R1A activ – activates the PKA-R1A holoenzyme complex | PKA-R1A dissociation, Cy5-IP20 fluorescence polarization; scaled: DMSO 0%, 113 µM cGMP 100% | hit rate 0.083% among 340,000 | AID 504707 | activation, % at 11.4 µM | P00514+P68181;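 active = percent activation above the mean of all tested compounds plus 3 SD, cut at about 19% in these data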;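 also: higher means more PKAc released from R1A so a rise in polarization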
DAGLB inhibitor – blocks human DAGLB lipase activity; hit rate 0.059% among 340,000; inhibition, % at 5.17 µM; HEK293T DAGLB membrane lysate, EnzChek fluorogenic substrate; AID 504411; in the data active = inhibition above about 34%;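 also: 0% = enzyme with vehicle and 100% = wells lacking enzyme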
* = called active by the depositor; . = no result given.

SMILES	HTR5A inv ag	PKA-R2B activ	OPRM1-OPRD1 ag	HTR5A ag	OPRM1-OPRD1 inv	V-ATPase pH	Pemphigus Ab inh	Arr AP2 block	PKA-R1A activ	DAGLB inhibitor
COC(=O)c1cn(CCC#N)nc1-c1ccc2ccccc2c1	-9	-2	-1.8	2	9	-5	106	4	0	0
CCCN1CNC(=S)N(c2ccc(C)cc2C)C1	5	-14	-4.1	10	20	-1	.	0	-7	2
CCCCNC(=O)c1onc(CSc2ccc(F)c(F)c2)c1C(=O)O	-4	-4	-4.2	4	19	5	101	-9	7	7
CC(C)(C)N(Cc1ccccc1)C(=O)COC(=O)c1ccc2ccccc2n1	20	-1	0.3	-5	-1	-1	98	-10	5	0
COCc1cc(CN2CCCC(C(=O)Nc3cccc(-n4cnnn4)c3)C2)ccc1OC (configuration not stated)	-6	-3	0.3	2	-2	8	.	21	8	0
CSC1=NCCN1S(=O)(=O)c1ccc2ccccc2c1	14	-4	0.3	-5	-2	1	90	-5	-6	-2
Cc1c(NC(=O)CSc2ccc(Cl)cc2)cccc1-c1nc2ncccc2o1	-8	-16	1.0	6	-6	-6	107	-5	6	-2
CCCNC(=O)c1ccccc1NC(=O)c1ccc(CSc2ccccc2)cc1	-12	-2	1.9	2	-12	-1	100	-9	-1	-11
O=C(COC(=O)c1c[nH]c2ccccc12)NC1CCCC1	7	-3	-2.7	-3	11	-6	.	-10	-3	3
COC(=O)c1cc2n(n1)CCN(Cc1cccc(OC)c1)C2=O	-19	3	-1.2	8	8	5	87	-11	-9	4
CCC(C)(C)C1CCc2[nH]nc(C(=O)NCCCNC(=O)OC(C)(C)C)c2C1 (configuration not stated)	-10	-3	-1.6	3	9	-1	105	7	-1	-5
O=Nc1c2cc3ccccc3[nH]c-2c2ccccc12	-30	4	5.2	8	-26	4	93	-14	-1	-3
CN(CC(=O)Nc1ccccc1Cl)C(=O)COC(=O)c1ccc(Cl)nc1	2	3	-2.4	-6	15	-1	97	9	-16	1
COc1cccc(NS(=O)(=O)c2ccc3c(c2)CC(=O)N3)c1	-10	10	1.6	4	-7	0	.	1	-16	0
O=S(=O)(c1ccc(Oc2ccc(Br)cc2)cc1)N1CCOCC1	-6	3	4.4	1	-20	5	.	1	-1	-7
CC1CCCC(C)N1C(=O)COC(=O)c1ccc(O)cc1 (configuration not stated)	-10	-9	1.0	2	-6	8	106	1	-9	-1
COc1ccc(N/C(N)=N/c2nc(CSc3ccc(C)cc3)cc(=O)[nH]2)cc1	-6	2	0.2	-1	-1	-4	58	27	5	1
Cc1cc(=O)oc2cc(NC(=O)COc3ccccc3[N+](=O)[O-])ccc12	-16	-17	-2.9	6	12	-4	.	-5	-2	-1
CCOC(=O)c1c(NC(=O)CSc2nnc(-c3ccncc3)n2Cc2ccco2)sc(C(C)=O)c1C	-8	8	-0.8	3	4	7	114	-8	2	0
COc1cccc(NC(=O)COC(=O)C2CC2)c1	-20	2	-4.4	2	17	0	108	11	-3	-6
CC(C)(C)c1ccc(C(=O)NCc2nnc(SCC(=O)NC3CCCC3)o2)cc1	19	-7	-3.0	-3	15	-2	102	28	-5	1
CC(C)(C)NC(=O)CCN1CCOCC1	-12	-7	0.8	3	-5	-2	115	3	-6	5
CCN(CC(=O)Nc1ccc(NC(C)=O)cc1)C(=O)Cc1coc2cc(C)c(C)cc12	-14	-3	-0.9	0	6	3	101	-5	1	1
C[C@H]1CN=C(Nc2ccccc2)N1CC1CCCCCC1	2	-2	-5.0	7	23	1	100	-10	3	1
O=C(NCc1ccc2c(c1)OCO2)c1cc(-c2ccc(Cl)cc2Cl)on1	-7	-2	-1.6	0	10	1	98	7	-1	-8
CCN(c1ccccc1)S(=O)(=O)c1ccc(C(=O)NCCCn2ccnc2)cc1	-8	0	-3.4	-1	16	3	110	-3	7	0
COc1ccc(CNC(=O)CN2C(=O)CC(c3ccccc3)=Nc3ccccc32)cc1	-11	-7	-1.2	-2	6	-3	105	-20	-10	-1
COCCn1c(=S)[nH]c2cc(C(=O)NCCc3ccccc3)ccc2c1=O	-3	1	-0.9	-2	5	-1	100	-6	-4	1
CCOC(=O)c1ccc(-n2c(N)c(C(=O)NCc3ccco3)sc2=S)cc1	11	-1	-5.4	-2	30*	-6	103	2	-6	0
CCCCC(=O)NCCc1ccc(OC)cc1	-10	-12	-1.7	0	10	9	64	-1	0	0
Cc1c(C(=O)c2ccc(F)cc2F)c2ccccn2c1CCC#N	-6	13	1.5	2	-8	-1	105	62*	-10	0
CCCCn1c(N)c(N(CCOC)C(=O)CSc2nnc(-c3ccc(C(C)(C)C)cc3)n2N)c(=O)[nH]c1=O	12	-7	0.1	3	0	-3	101	22	-4	2
COn1c(=O)c(-c2ccccc2)[n+]([O-])c2ccccc21	-6	-6	-3.1	2	14	-4	90	1	0	0
O=C(COC(=O)CCC(=O)c1ccc(Cl)cc1)NCc1ccco1	4	12	-0.5	-1	3	5	96	15	2	2
COc1ccc(S(=O)(=O)N2CCOC2CNC(=O)C(=O)NCc2ccc(F)cc2)cc1OC (configuration not stated)	-2	2	1.0	-3	-5	-1	129	-4	-6	-3
Nc1cc(OC(=O)c2cccs2)nn1S(=O)(=O)c1ccccc1	23	2	-0.8	2	4	-1	112	-1	2	7
Cc1nnc2sc(SCc3cccc(Cl)c3)nn2c1=O	35	4	-2.1	-6	9	3	92	12	-2	-3
CN(Cc1ccon1)Cc1cn(Cc2ccccc2)nc1-c1ccc2c(c1)OCO2	-3	-10	-3.9	0	20	1	87	17	-9	-2
O=C(CSc1nc2[nH]c(=O)cc(O)c2s1)Nc1nccs1	-34	-5	-2.6	12	11	-4	.	-3	-5	6
Cc1cc(C)nc(SCC(=O)N(C)CC(=O)Nc2c(Cl)cccc2Cl)n1	12	-9	-2.0	-5	11	-4	128	1	-6	1
CCn1c(SCC(=O)Nc2nncs2)nnc1-c1ccco1	6	2	0.7	-2	-5	4	.	4	1	1
O=C(COc1ccc(Br)cc1)Nc1nnc(C2CC2)s1	-3	-13	-5.0	-1	19	0	101	25	-7	-4
COC(=O)C(Cc1ccc(OC(=O)c2ccccc2C)cc1)N1Cc2ccccc2C1=O (configuration not stated)	7	0	-1.5	-3	8	1	107	-6	2	-1
O=S1(=O)CCN(Cc2csc(-c3cccs3)n2)CC1	-12	-3	-1.1	-1	6	-3	110	-3	4	1
CCC(C)NS(=O)(=O)c1cccs1 (configuration not stated)	-34	-5	-0.7	2	4	-4	92	2	5	2
CCOc1ccc(N2C(N)=NC(N)=NC2(C)C)cc1	-10	-3	-2.8	1	12	0	98	-3	-8	2
COc1cc2c3nnc(-c4ccc(F)cc4)c-3cn(Cc3ccc(F)cc3)c2cc1OC	1	13	0.7	0	-3	3	116	9	1	2
CN(CC(=O)N1CCc2ccccc21)S(=O)(=O)c1cccs1	-6	-7	-5.0	-1	21	0	112	0	8	-1

Profiles, quoted from the list. Order of values: HTR5A inv ag	PKA-R2B activ	OPRM1-OPRD1 ag	HTR5A ag	OPRM1-OPRD1 inv	V-ATPase pH	Pemphigus Ab inh	Arr AP2 block	PKA-R1A activ	DAGLB inhibitor
Shown for `CN(CC(=O)N1CCc2ccccc21)S(=O)(=O)c1cccs1` : -6	-7	-5.0	-1	21	0	112	0	8	-1
Shown for `CCn1c(SCC(=O)Nc2nncs2)nnc1-c1ccco1` : 6	2	0.7	-2	-5	4	.	4	1	1
Shown for `O=S1(=O)CCN(Cc2csc(-c3cccs3)n2)CC1` : -12	-3	-1.1	-1	6	-3	110	-3	4	1

The listing continues.
SMILES	HTR5A inv ag	PKA-R2B activ	OPRM1-OPRD1 ag	HTR5A ag	OPRM1-OPRD1 inv	V-ATPase pH	Pemphigus Ab inh	Arr AP2 block	PKA-R1A activ	DAGLB inhibitor
OC(c1ccc2ccccc2n1)c1c(Cl)cccc1Cl (configuration not stated)	-10	-1	2.3	3	-11	-4	93	-1	2	-3
CC1(C)C(=O)Nc2ccccc2N1C(=O)COC(=O)Cn1cnc2ccccc2c1=O	-7	0	-0.8	2	5	-1	105	5	-9	1
CCn1c(SC)nnc1-c1ccc(S(=O)(=O)N2CCCCC2)cc1	-55	-1	0.4	5	-2	4	98	1	-8	-3
O=C(Nc1cccc2ncccc12)c1ccc2c(c1)OCCO2	3	-2	-0.8	-1	5	2	118	-6	-3	0
COCC(=O)N1CCC(n2nccc2NC(=O)CCOc2ccccc2)CC1	2	-10	-4.3	1	21	1	99	-1	-14	-1
O=C(CCNC(=O)c1ccc(Cl)cc1)NN1C(=O)NC2(CCCCC2)C1=O	5	3	-6.2	-1	24	2	100	-6	3	1
COc1ccccc1C(=O)N1CCNC(=O)C1CC(=O)Nc1ccc(Cl)cc1 (configuration not stated)	-30	-2	-2.4	3	11	3	113	-2	4	-2
Cc1ccc(-c2cc(C(=O)N3CCCCC3)c3ccccc3n2)cc1C	-1	2	2.3	-2	-11	-1	91	8	-2	-1
CC(=O)O[C@H]1CC[C@@]2(C)C(CCC3C2CC[C@]2(C)OC(=O)CCC32)C1 (some centres not stated)	2	8	1.9	2	-11	3	102	1	4	-5
COc1cc(Cl)c(C)cc1NC(=O)c1cc(S(=O)(=O)N(C)C)ccc1N1CCCC1	7	-12	-1.3	-2	7	1	96	11	-3	-3
CC(Oc1ccc(Cl)cc1Cl)C(=O)OCn1nnc2ccccc2c1=O (configuration not stated)	13	-7	0.7	1	-4	4	97	25	-11	-5
CC(=O)Cn1ncc(Br)c(Br)c1=O	2	-5	0.0	-1	0	-1	94	16	-10	-1
CCC(C)(C)NC(=O)C(c1ccc(F)cc1)N(Cc1cccs1)C(=O)c1cnccn1 (configuration not stated)	0	-1	-1.8	6	10	1	109	18	-6	2
CN(CC(=O)NCCC1=CCCCC1)S(=O)(=O)c1ccc2c(c1)CCC(=O)N2	-28	-10	-0.7	-4	4	5	94	0	-1	-1
CCOc1ccc(C(=O)OCC(=O)NCc2ccco2)cc1OCC	3	0	0.8	0	-5	0	108	-17	1	-5
O=C(O)c1c[nH]c2ccc(S(=O)(=O)N3CCN(c4ccc(F)cc4)CC3)cc2c1=O	-12	12	-1.0	1	6	1	105	8	-1	13
O=C(COC(=O)/C=C/c1ccc(OC(F)F)cc1)Nc1ccc2[nH]c(=O)[nH]c2c1	-2	-5	-0.7	0	4	2	118	5	1	3
COc1ccc(/C=N/NC(=O)c2ccc(COCC(F)(F)C(F)F)cc2)cc1	2	-4	-0.4	-1	2	3	103	-7	2	-5
COc1cc(-c2nc3oc4ccccc4c(=O)c3c(=O)n2Cc2ccco2)cc(OC)c1OC	-12	-7	-1.9	-1	11	0	101	24	-4	0
Cc1noc(C)c1C(=O)Nc1ccc(Cl)cc1C(F)(F)F	-2	2	0.3	-1	-2	-1	.	10	2	3
O=C(CCSc1ccccc1)Nc1ccccc1C(=O)N1CCCC1	-6	1	3.0	5	-19	5	88	6	-1	-3
Cc1sc2nc(SCC(=O)N(C)c3ccccc3)n(C)c(=O)c2c1C	-16	7	3.0	7	-16	-1	104	1	-6	1

Hits appear at their usual frequency. About 2.4% of those tested had a hit in this group.
